# NCI-60 one-dose screen, 48 h, at 10 µM unless noted. Numbers give growth in % (100 = growth as untreated, 0 = no growth, -100 = all killed).
# HL-60(TB) – HL-60(TB) leukemia cells | 78,000 tested, 9% active; active = growth percent below 10
# * hit, by the source's call; & = joins results of further samples. The list is partial, so the mix of outcomes need not match the whole.
SMILES,HL-60(TB)
CNS(=O)(=O)N1CCc2c(Br)c3c(c(OC)c2C1CCc1ccccc1)OCO3 (stereo unspecified),-36.1*
CCCCc1nc(Cl)c(C2CC(C3C(=O)N(C)C(=O)N(C)C3=O)=NN2c2ccccc2)[nH]1 (stereo unspecified),117.6
CC1=C(C(=O)Nc2ccc(Cl)c(C(=O)OC(C)C)c2)SCCO1,67.9
COc1ccc(/C=C/C(=O)Nc2cc(/C=C\c3cc(OC)c(OC)c(OC)c3)cc(OC)c2OC)cc1OC,-38.1*
COc1ccc(/C=C/C(=O)c2nnn(-c3ccc(Br)cc3)c2C)cc1,94.2
N#Cc1cnn2c(-c3ccc(Cl)cc3)nc(NCc3ccccc3)nc12,82.1
COc1ccc(/C=C/c2cc(/C=C/c3ccc(OC)c(OC)c3OC)n(-c3ccccc3)n2)c(OC)c1OC,81.8
COc1ccc(-c2nc3c(c(C)nc4c3nnn4-c3cc(OC)c(OC)c(OC)c3)c(=O)o2)cc1,105.4
CC(=O)OC[C@]12CC[C@H]3[C@@H](C[C@H]4O[C@]45CC=CC(=O)[C@]35C)[C@]1(O)CC[C@@]2(O)[C@@](C)(O)C1CC(C)=C(C)C(=O)O1 (stereo partly specified),-11.8*
O=Cc1ccc(F)cc1,103.1
CCN1CCN(c2ccc3c4c(cccc24)C(=O)N(NCC(O)COc2ccc4c(C)cc(=O)oc4c2)C3=O)CC1 (stereo unspecified),112.0
CC(C(=O)c1cccs1)C(=O)C(F)(F)F (stereo unspecified),101.0
CC(=O)OC(OC(C)=O)c1ccc([N+](=O)[O-])cc1,98.3
CC1CNC(=S)SSC(=S)N1 (stereo unspecified),108.4
CCO/C=N/C1=C(C#N)C(c2ccc(F)cc2)c2sc3c(CC)cccc3c2O1 (stereo unspecified),-19.1*
Cc1cc2c(s1)CCCC1CC(=O)N(CN3CCN(c4ccccc4)CC3)N=C21 (stereo unspecified),111.5
C=CCn1c(-c2nc3ccc(C(=C(C#N)C#N)c4ccccc4)cc3[nH]2)cc2cc(Br)ccc21,59.2
CC(=O)O[C@]1(C(C)=O)CCC2C3C[C@H](C)C4=CC(=O)CC[C@]4(C)C3CC[C@@]21C (stereo partly specified),87.4
N#CC(C#N)N=Nc1cccnc1,103.2
COc1ccc2cc(-c3ccnc4[nH]c(=O)[nH]c(=O)c34)ccc2c1,93.6
C/C(=N\NC(=S)N/N=C(\C)c1ccccc1)c1ccccc1,81.8
Cc1ncc(N)c(CO)c1N,79.7
COc1ccc(CC(N)c2ccc(OC)c(OC)c2)cc1OC (stereo unspecified),94.2
CC(=O)Nc1ccc(S(=O)(=O)Nc2ccc(-c3ccc4c(c3)NC(=O)/C4=C\c3ccc[nH]3)cc2)cc1,84.2
c1cc(OCCN2CCCC2)ccc1CNc1ccc2nc(CCC3CCCCC3)[nH]c2c1,-4.7*
CC(=O)C1=C(O)C2(O)C(=O)c3c(c(C)c4ccc(C)c(O)c4c3O)CC2C(N)C1=O (stereo unspecified),86.0
COc1ccc(/C=N\NC(=O)c2ccc(-c3nc4ccc(C)cc4[nH]3)cc2)cc1,98.5
COc1ccc(OCCC(=O)O)cc1,102.0
CN(N=O)C(=O)NC(C=O)C(O)C(O)C(O)CO (stereo unspecified),110.0
CC(C)C1C(C(=O)c2ccccc2O)=CNc2cc(-c3ccccc3)nn21 (stereo unspecified),70.9

# In the list so far, three have a thiophene ring, fused or not:
SMILES,HL-60(TB)
CC(C(=O)c1cccs1)C(=O)C(F)(F)F (stereo unspecified),101.0
CCO/C=N/C1=C(C#N)C(c2ccc(F)cc2)c2sc3c(CC)cccc3c2O1 (stereo unspecified),-19.1*
Cc1cc2c(s1)CCCC1CC(=O)N(CN3CCN(c4ccccc4)CC3)N=C21 (stereo unspecified),111.5

# Additional records follow:
SMILES,HL-60(TB)
CCOC(=O)C1C(=O)NC(C(=O)OCC)(C(=O)OCC)C1CC (stereo unspecified),106.2
CCCOC(=O)N1CCCCC1CCC (stereo unspecified),110.6
CC(=O)c1cc(C(=O)c2ccc3c(c2)Sc2ccccc2N3)n2ccccc12,14.3
CCc1c(C)c2ccc3c(c2oc1=O)N=C(c1ccc(Br)cc1)CO3,89.1
O=C(Oc1ccc(CCI)cc1)c1ccc([N+](=O)[O-])cc1,90.2
CC(C)=CCC/C(C)=C/C=N/NC(=O)C1CCC(=O)N1 (stereo unspecified),100.1
COc1ccc2c(c1)nc(N)c1c3cc(OC)c(OC)cc3cn21,23.1
O=C(Nc1ccc(Cl)cc1C(=O)c1ccccn1)c1ccccc1,94.0
COc1ccc(Oc2nc(Nc3ccc(F)cc3)ncc2NC(=O)c2cc(OC)cc(OC)c2)cc1,55.0
CCOC(=O)Nc1cc(F)c(F)cc1F,102.8
CCOC(=O)c1c(NCC(=O)Nc2ccc([N+](=O)[O-])cc2Cl)sc(C(C)=O)c1C,94.4
C=Cc1nn2c(CCC(=O)c3nc4ccccc4[nH]3)nnc2s1,104.4
COc1ccc(C(C)=O)c(OC)c1,114.6
CN(C)CCC(=O)C1CCCS1 (stereo unspecified),88.4
O=C1CC(c2ccccc2)C(c2ccccc2)=NN1 (stereo unspecified),97.5
CCCOc1ccc(-c2nc(-c3ccc(N)cc3)cs2)cc1,56.7
Nc1ccc(-c2cc3c(Nc4ccc(OCc5cccc(F)c5)c(Cl)c4)ncnc3s2)cc1,48.3
CCc1ccc2c(c1)C1(Oc3c(OC)cccc3C3CC(c4ccc(Br)cc4)=NN31)C(=O)N2 (stereo unspecified),104.1
CN1C(=O)N(C)C2C1NN=c1s/c(=C\c3ccccc3)c(=O)n12 (stereo unspecified),16.9
O=C(Nc1ccccc1)C(CCCCN1C(=O)c2ccccc2C1=O)N1C(=O)c2ccccc2C1=O (stereo unspecified),103.7
Clc1ccc2nc(Nc3cccc(Cc4ccccc4)c3)[nH]c2c1,85.4
Cc1nc2sc(C(=O)Nc3cccc4cnccc34)c(N)c2cc1C(C)O (stereo unspecified),84.6
O=C(O)C(Cc1ccc(O)cc1)n1c(O)c(C=C2N=c3ccccc3=N2)sc1=S (stereo unspecified),99.4
C=C1CCC2[C@](C)(CO)[C@H](O)CC[C@@]2(C)[C@@H]1C/C=C1/C(=O)OC[C@H]1O (stereo partly specified),100.0
Cc1nnc2n(Cc3ccccc3)c(=O)c3c4c(sc3n12)CCCC4,118.5
COc1cc(CCn2nnc3c(Nc4ccc(N5CCOCC5)nc4)ncnc32)cc(OC)c1,115.7
COc1ccc(-c2cc(-c3cccs3)n(N=O)c(=O)c2C#N)cc1,94.7
COC(=O)C(c1ccccc1)(c1ccccc1)c1ccccc1,102.8
Nc1nc(-c2ccccc2)nc2nonc12,92.1
CCC(C)(S)C(NC(C)=O)C(=O)O (stereo unspecified),75.2
CC(=O)NCC1CCCO1 (stereo unspecified),58.9
COC(=O)/C=C1\SC(=Nc2ccc(C(F)(F)F)cc2)N(CCc2c[nH]c3ccccc23)C1=O,-55.4*
O=C(c1nc2ccccc2[nH]1)C1C(c2ccc(C(F)(F)F)cc2)C2CC3CCCC[C@H]3N2[C@@]12C(=O)Nc1cc(Cl)ccc12 (stereo partly specified),51.8
N#Cc1c(N)cc(=O)n(-c2nc3ccccc3nc2Cl)c1O,96.3
C/C=C/C=C(\CC)C(=O)OCC,104.1
CCN1CCN(C(=O)[C@@]2(C)CC[C@]3(C)CC[C@]4(C)C(=CC(=O)[C@@H]5[C@@]6(C)CC[C@H](OCCC#N)C(C)(C)[C@@H]6CC[C@]54C)[C@@H]3C2)CC1,90.3
CC(C)c1cc(-c2nc3ccc(F)cc3[nH]2)no1,82.9
CCCCCC(=O)C(C)C1(C(=O)OC)NC(=S)NC(=O)C1C#N (stereo unspecified),99.1
O=C(Cn1cc(-c2ccccc2)nn1)Nc1nc(-c2ccc(Br)cc2)cs1,82.3
CC(=O)Nc1cc(NC(C)=O)c2ccccc2c1O,59.0
O=C(Nc1nc2ccccc2s1)c1ccc(-n2c(=O)[nH]c3ccccc3c2=O)cc1,106.3
COc1cc(NCC(=O)Nc2cc(Nc3ccc(F)cc3)ncn2)c(Cl)c(OC)c1Cl,102.7
CCN(CC)CCNc1ncnc2[nH]ncc12,47.3
COc1cc2nc(NC3CCCC3)nc(NC3CCN(C(C)C)CC3)c2cc1OC,88.7
COc1cc2cc(Oc3ccc(NC(=O)Nc4ccc(F)c(C(F)(F)F)c4)cc3)c(C)nc2cc1OCCN1CCOCC1,19.3

# Some of the entries so far, with each value named:
COc1cc(NCC(=O)Nc2cc(Nc3ccc(F)cc3)ncn2)c(Cl)c(OC)c1Cl
- HL-60(TB): 102.7

CC(=O)NCC1CCCO1 (stereo unspecified)
- HL-60(TB): 58.9

CCCCCC(=O)C(C)C1(C(=O)OC)NC(=S)NC(=O)C1C#N (stereo unspecified)
- HL-60(TB): 99.1

COc1cc2cc(Oc3ccc(NC(=O)Nc4ccc(F)c(C(F)(F)F)c4)cc3)c(C)nc2cc1OCCN1CCOCC1
- HL-60(TB): 19.3

# Later entries:
SMILES,HL-60(TB)
Cc1cccc(-n2c(C)nc3ccc(N4CCCNC4=O)cc3c2=O)c1,109.0
O=C(c1ccccc1O)N1CCCCC1,101.3
O=C(O)c1ccc(NCc2cccc([N+](=O)[O-])c2)cc1,118.6
c1ccc(-c2nnn(-c3ccccc3)n2)cc1,88.9
COc1cccc(-c2nc3sccn3c2-c2ccnc(NCCNC(=O)c3cc(C(F)(F)F)cc(C(F)(F)F)c3)n2)c1,130.9
O=C1CCC(N2C(=O)c3cccc(NCCCCCCOc4ccc(Nc5nccc(Nc6ccccc6)n5)cc4)c3C2=O)C(=O)N1 (stereo unspecified),87.2
C[Se]/C=C1/C(=O)N(c2c(Cl)cccc2Cl)c2ccccc21,-39.7*
COC(=O)C1C(C)=Nc2c(N)ncnc2NC1c1ccccc1 (stereo unspecified),92.8
COc1ccc(-c2csc(Nc3ccc(S(=O)(=O)Nc4cc(C)on4)cc3)n2)cc1OC,105.6
COc1cccc2occ(COC(=O)c3c(C)noc3C)c(=O)c12,77.3
COc1ccc(Nn2c(=O)c(=O)[nH]c3nn4c(-c5ccc(OC)c(OC)c5)c(C#N)c(N)nc4c32)cc1,104.1
Cn1cc(-c2noc(C(=O)c3cn(C)c4ncccc34)n2)c2cc(F)ccc21,100.5
CSCCC(NC(=O)C(Cl)Cl)C(=O)O (stereo unspecified),98.1
COc1cc(C(=O)n2ncnc2N)cc(OC)c1OC,100.4
C#CC1(O)CC[C@H]2[C@@H]3CCC4=CCCC[C@@H]4[C@H]3CC[C@@]21C (stereo partly specified),65.1&96.1
N#Cc1ccc(NC(=O)c2sc3nc4c(cc3c2N)C(=O)CCC4)cc1,81.0
O=C(Nc1ccc(Cl)cc1)c1cc2cc(F)ccc2cc1O,-4.8*
O=C(O)CCCCC(=O)SCc1ccccc1,112.5
c1ccc(CN=C(Nc2ccc(C3=NCCN3)cc2)c2cccc(C(=NCc3ccccc3)Nc3ccc(C4=NCCN4)cc3)c2)cc1,107.0
O=c1oc2ccccc2cc1C1=NN(c2ccccc2)C(c2cn(-c3ccccc3)nc2-c2ccccc2)C1 (stereo unspecified),129.1
Cc1cccc(NP2(=O)NCCCN2)c1,83.0
CC1(CCO)C(=O)NC(=S)NC1=O,99.9
CC(=O)NNC(=O)c1ccccn1,90.8
CC12OOC(C)(OO1)C2CCC(=O)NCCNc1ccnc2cc(Cl)ccc12 (stereo unspecified),88.9
N#Cc1c(-c2cccc(Cl)c2)cc(-c2ccccn2)[nH]c1=O,97.6
COc1ncnc2c1ncn2C/C(Br)=C(\Br)CCl,47.1
COc1cc(NC(=O)c2cccc(C3CCc4c(cc(OC)c(OC)c4OC)O3)c2)cc(OC)c1OC (stereo unspecified),4.3*
COc1cc(-c2cc(-c3cccc(OCC(=O)O)c3)[nH]c(=O)c2C#N)ccc1O,86.4
N=C(N)SCCCCCSC(=N)N,114.1
CCOP(=O)(OCC)c1nc(-c2ccccc2)oc1NCc1cccnc1,101.6

# 6 structures from above, sorted by length of the SMILES, lowest first:
SMILES,HL-60(TB)
N#CC(C#N)N=Nc1cccnc1,103.2
COC(=O)C1C(C)=Nc2c(N)ncnc2NC1c1ccccc1 (stereo unspecified),92.8
CCO/C=N/C1=C(C#N)C(c2ccc(F)cc2)c2sc3c(CC)cccc3c2O1 (stereo unspecified),-19.1*
COc1cc(CCn2nnc3c(Nc4ccc(N5CCOCC5)nc4)ncnc32)cc(OC)c1,115.7
COc1ccc(-c2csc(Nc3ccc(S(=O)(=O)Nc4cc(C)on4)cc3)n2)cc1OC,105.6
c1ccc(CN=C(Nc2ccc(C3=NCCN3)cc2)c2cccc(C(=NCc3ccccc3)Nc3ccc(C4=NCCN4)cc3)c2)cc1,107.0

# Next compounds follow.
SMILES,HL-60(TB)
NS(=O)(=O)c1ncsc1-c1ccccc1,105.3
c1cnc(Nc2nc3c(s2)CCc2c[nH]cc2-3)nc1,97.0&89.0
Cc1cc(Cl)ccc1NC(=O)N1c2ccccc2SC12CCCC2,95.7
CC(=O)C(=O)OC1CCCCC1,101.8
COc1cc2c(c(OC)c1OC)[C@]1(OCC[C@H]1C)c1cccc(OC)c1-2,103.7
O=C(/C=C/c1ccco1)c1cc(Cl)ccc1O,84.2
Cc1cc(C)c(C)c(C(=O)C(=O)c2ccccc2)c1,87.2
COc1cc(C(=O)C[n+]2cccc3c4ccccc4ccc32)cc(OC)c1OC,91.8
O=C1c2c(c3c4cc(Br)ccc4[nH]c3c3ccc4ccccc4c23)C(=O)N1CCN1CCCCC1,1.5*
CCOC(=O)Nc1ccc2c(=O)n(-c3ccccc3C)c(C)nc2c1,112.6
O=C(/C=C/c1ccco1)c1cccc(Nc2nc(Nc3ccccc3)nc(Nc3ccccc3)n2)c1,91.1
CC(C)=CCC(/C=N/N=C(N)N)C(C)C (stereo unspecified),96.2
Oc1ccc(Cl)cc1CN1CCOCC1,98.2
Cc1cc(C)c(-c2c(C)cc(C)cc2C)c(C)c1,111.8
CC(C(N)=O)C(=O)c1ccccc1 (stereo unspecified),99.9
C=CC(CC(c1ccccc1)(c1ccccc1)c1ccccc1)N(CC)CC (stereo unspecified),71.5
O=C(Nc1ccc(Cl)cc1)c1cc2ccccc2cc1O,-29.4*

# Source: PubChem (NCI)
